Source: PubChem
NOD2-RIPK2 inh = NOD2-RIPK2 binding disruptors in cells, primary screen, fluorescence, CHO cells, BLA complementation; Receptor-interacting serine/threonine-protein kinase 2 (Homo sapiens), O43353; CCF4 ratio; inhibition, % at 4.98 µM; 0.38% of 360,000 active; in the data active means inhibition above about 21%;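 further: 0% = vehicle only and 100% = reference blocker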
LRH-1 inv ag = LRH-1 (NR5A2) inverse agonists, primary screen, cell-based, luminescence, HEK293T, StAR-luciferase reporter | LRH-1 transfected, 24 h | inhibition, % at 3.6 µM | 0.13% of 360,000 active;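 active means inhibition above the mean inhibition of all tested compounds plus 3 SD, cut at about 73% in these data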;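 further: 0% = DMSO wells and 100% = reporter-only cells lacking LRH-1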
LMP1 NFkB inh = EBV LMP1-driven NF-kappaB luciferase reporter inhibitors, primary screen, cell-based, luminescence, single point; LMP1-induced NF-kappaB luciferase reporter cells; inhibition, % at 12.5 µM; 0.69% of 350,000 active; in the data active means inhibition above about 41%;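 further: 0% = neutral control wells and 100% = reference inhibitor control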
TROY NFkB inh = inhibitors of TROY-driven NF-kB signaling, primary screen, Q293 LMP1-TROYcd cells, NF-kB luciferase, uHTS; Q293 LMP1-TROYcd NF-kB luciferase reporter, 4 h; inhibition, % at 10 µM; 0.98% of 360,000 active; AID 1347056, 2019;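 active means compounds whose plate-normalised and pattern-corrected inhibition of the luciferase reporter signal at the single screening dose is 50% or more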
SRC1 inh = SRC1 coactivator transcriptional activity inhibitors, primary screen, cell-based, luminescence. Nuclear receptor coactivator 1 (Homo sapiens), Q15788. HEK293 GAL4-SRC1 luciferase reporter. inhibition, % at 3.6 µM. 0.12% of 360,000 active. AID 588354, 2011;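 active means inhibition above the campaign mean plus 3 SD, with each screening campaign given its own cutoff, cut at about 60% in these data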;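 further: 0% = DMSO treated cells and 100% = gossypol at 36 µM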
TLR9-MyD88 inh = inhibitors of TLR9-MyD88 association in cells, primary screen, cell-based, CHO, BLA complementation, fluorescence. 0.21% of 340,000 active. CCF4 FRET ratio. Toll-like receptor 9 (Homo sapiens) + Myeloid differentiation primary response protein …. inhibition, % at 4.98 µM;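 active means inhibition above the mean over all tested compounds plus 3 SD, cut at about 21% in these data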;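 further: 0% = DMSO only wells and 100% = clavulanate BLA inhibitor control wells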
C8 TRAIL sens = viability loss with TRAIL in NB7+C8 cells, primary screen, TRAIL sensitizer project, cell-based, ATPlite luminescence; inhibition (viability loss, TRAIL sensitization), % at 10 µM; AID 624354, 2012; 1% of 360,000 active;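 active means compounds causing at least 50% loss of cell viability in the single-dose screen, relative to plate controls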
NCOA3 inh = SRC3 coactivator transcriptional activity inhibitors, primary screen, cell-based, luminescence; Nuclear receptor coactivator 3 (Homo sapiens), Q9Y6Q9; HEK293 GAL4-SRC3 luciferase reporter; inhibition, % at 3.6 µM; 0.17% of 360,000 active;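 active means inhibition above a per-campaign cutoff, the mean of all compounds plus 3 SD, cut at about 60% in these data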;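 further: 0% = DMSO-treated cells and 100% = gossypol-treated cells at 36 µM; higher means less SRC3-driven luciferase light from the GAL4 reporter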
Vif inh = HIV Vif self-association inhibitors, primary screen, imaging, HEK293T, single point; HEK293T cells, Vif self-association by quenched fluorescence, 24 h; inhibition, % at 7.49 µM; 0.35% of 340,000 active; in the data active means inhibition above about 50%, passing the limit was not always enough; further: some results filed as inactive read as strong as hits
NCOA2 inhibitor = inhibition of GAL4-SRC2 driven luciferase reporter, primary screen, SRC2 inhibitor project, cell-based, luminescence; Nuclear receptor coactivator 2 (Homo sapiens), Q15596; HEK293 GAL4-SRC2 luciferase reporter; inhibition, % at 9 µM; 0.17% of 370,000 active; AID 651957, 2012;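 active means inhibition above the mean inhibition of all tested compounds plus 3 SD, set per campaign, cut at about 52% in these data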;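 further: 0% = DMSO treated cells and 100% = cells given Gossypol at 36 µM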
Target sequence (Q15596 whole entry, looked up, the tested form may be a part): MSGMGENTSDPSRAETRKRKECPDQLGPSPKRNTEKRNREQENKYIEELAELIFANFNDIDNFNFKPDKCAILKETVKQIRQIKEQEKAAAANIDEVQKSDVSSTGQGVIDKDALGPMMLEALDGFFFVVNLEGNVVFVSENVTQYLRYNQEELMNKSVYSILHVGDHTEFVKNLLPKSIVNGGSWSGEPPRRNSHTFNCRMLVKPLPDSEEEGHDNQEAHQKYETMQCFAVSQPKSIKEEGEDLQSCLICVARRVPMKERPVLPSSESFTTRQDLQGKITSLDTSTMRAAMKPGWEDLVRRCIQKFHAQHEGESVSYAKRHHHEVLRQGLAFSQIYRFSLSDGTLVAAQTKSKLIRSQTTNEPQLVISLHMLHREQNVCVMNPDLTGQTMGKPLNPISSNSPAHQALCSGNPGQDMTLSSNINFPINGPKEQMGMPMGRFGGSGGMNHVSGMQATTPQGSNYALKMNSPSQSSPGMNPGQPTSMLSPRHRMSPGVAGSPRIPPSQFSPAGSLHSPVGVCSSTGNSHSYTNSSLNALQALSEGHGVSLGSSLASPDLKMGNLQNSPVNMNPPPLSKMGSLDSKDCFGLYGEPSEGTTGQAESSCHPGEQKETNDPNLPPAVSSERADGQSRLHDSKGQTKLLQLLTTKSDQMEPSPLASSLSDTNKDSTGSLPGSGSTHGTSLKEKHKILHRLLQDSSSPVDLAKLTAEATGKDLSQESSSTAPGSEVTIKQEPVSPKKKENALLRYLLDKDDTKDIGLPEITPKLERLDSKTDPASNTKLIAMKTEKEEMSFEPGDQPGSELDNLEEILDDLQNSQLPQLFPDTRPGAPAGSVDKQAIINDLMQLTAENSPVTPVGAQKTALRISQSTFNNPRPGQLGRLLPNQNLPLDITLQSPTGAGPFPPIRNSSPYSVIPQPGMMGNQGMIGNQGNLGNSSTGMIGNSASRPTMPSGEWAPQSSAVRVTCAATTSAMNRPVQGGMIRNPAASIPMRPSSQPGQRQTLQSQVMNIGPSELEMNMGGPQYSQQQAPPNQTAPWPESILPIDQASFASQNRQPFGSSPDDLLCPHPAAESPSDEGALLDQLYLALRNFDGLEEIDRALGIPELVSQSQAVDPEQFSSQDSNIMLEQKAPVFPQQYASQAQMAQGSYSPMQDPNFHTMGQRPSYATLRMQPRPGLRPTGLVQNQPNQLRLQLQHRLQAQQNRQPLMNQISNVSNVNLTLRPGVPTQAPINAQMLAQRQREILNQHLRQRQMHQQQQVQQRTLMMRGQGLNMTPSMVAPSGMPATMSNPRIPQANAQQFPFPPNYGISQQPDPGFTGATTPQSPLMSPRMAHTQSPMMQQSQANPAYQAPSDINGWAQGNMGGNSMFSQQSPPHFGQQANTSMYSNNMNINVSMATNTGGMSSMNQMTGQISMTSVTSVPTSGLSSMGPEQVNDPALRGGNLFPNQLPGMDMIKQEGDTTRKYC
COUP-TFII inh = NR2F2 transcriptional activity inhibitors, primary screen, cell-based, luciferase reporter, HEK293T, luminescence | COUP transcription factor 2 (Homo sapiens), P24468 | HEK293T NGFI-A luciferase reporter | inhibition, % at 8.6 µM | 0.7% of 370,000 active;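 active means inhibition above a per-plate cutoff, mean inhibition of test wells between control levels plus 3 SD, cut at about 38% in these data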;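 further: cells cotransfected with COUP-TFII expression vector driving the NGFI-A reporter; 0% = median of COUP-TF2 test wells and 100% = reporter-only cells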
* marks the source's active call; other numbers are inactive results; nt = no result given.

SMILES	NOD2-RIPK2 inh	LRH-1 inv ag	LMP1 NFkB inh	TROY NFkB inh	SRC1 inh	TLR9-MyD88 inh	C8 TRAIL sens	NCOA3 inh	Vif inh	NCOA2 inhibitor	COUP-TFII inh
Cc1cc(-c2ccc(C)c(S(=O)(=O)N3CCN(C(=O)c4ccco4)CC3)c2)on1	-10	-12	-3	10	3	3	3	5	8	13	3
CCOc1ccc(S(=O)(=O)N2CCN(CC)CC2)cc1NC(=O)c1ccccc1F	-4	-8	-8	-6	-33	4	-4	4	0	4	9
Cc1ccc(C2N(c3ccc(F)cc3)C(=O)C3CCCN32)cc1 (centres undefined)	10	8	-6	-34	2	1	9	-3	10	-2	0
CCOP(=O)(c1ccccc1)C(O)c1ccc([N+](=O)[O-])cc1 (centres undefined)	1	-8	-1	-1	7	13	-6	-13	0	-11	-7
OCC[C@@H]1C[C@H](O)[C@@H](O)[C@@]2(OCCc3cc(Cl)ccc32)O1	-5	10	nt	7	-6	nt	-19	12	-8	15	-7
COc1ccc(CNC(=O)c2ccc(-c3cccnc3)c3ccoc23)cc1OC	-3	8	nt	13	12	nt	-2	3	-17	15	25
Cc1cc(C)cc(N(CC(=O)N2CCN(Cc3ccccc3)CC2)S(=O)(=O)c2c(C)noc2C)c1	-6	-13	3	-5	-21	6	2	10	9	-1	-17
CC(C)OC(=O)c1cccc(-c2ccc(C=O)o2)c1	0	-13	-6	-4	-17	7	5	5	2	-10	-20
C=CCNC(=O)c1ccccc1NC(=O)Cc1ccccc1[N+](=O)[O-]	4	13	7	5	-13	-6	1	3	5	10	-1
Cc1nn(-c2ccccc2)c(Cl)c1C(=O)NNC(=O)c1ccccc1O	-3	-6	-3	-21	-27	-2	12	-22	11	0	16
O=C(CCN1CCOCC1)Nc1c(-c2ccccc2)c2cc(Br)ccc2[nH]c1=O	-1	8	8	9	12	0	-28	-3	-2	-21	-14
Cc1ccccc1NC(=O)CSc1nnc(-c2ccccc2)n1-c1ccccc1	-8	8	0	56*	-27	5	-8	7	-3	11	6
C=CCOc1nc2c(c(=O)n(C)c(=O)n2C)n1Cc1ccccc1	-4	-27	3	8	2	2	10	5	5	-33	1
COC(=O)c1cccc(S(=O)(=O)N2CCC(C)CC2)c1	0	-2	-2	-14	7	1	0	11	9	-2	-22
Cc1ccc(C(C(=O)NC(C)(C)C)N(CC2CCCO2)C(=O)c2csnn2)cc1 (centres undefined)	2	-9	-13	0	-2	4	-16	13	11	-25	19
CC(C)c1ccc(-c2nc(N3CCOCC3)[nH]c(=O)c2C#N)cc1	-1	3	-2	-6	-3	-4	-10	5	4	14	5
Oc1cc(Nc2ccccc2)cc2cccnc12	15	21	-2	9	-2	-3	42	-13	-4	8	1
Cc1nc(N)ncc1Sc1ccc(Cl)cc1	-1	-5	5	0	-6	-12	-3	18	0	7	6
CCSc1nc2c(c(=O)[nH]1)C(c1ccncc1)C(C(=O)OC(C)C)=C(C)N2 (centres undefined)	18	-14	1	3	-12	6	-2	-8	13	-40	3
CCc1nc2c(OCCOc3ccc(F)cc3)cccn2c1N(C=O)Cc1ccc(OC)cc1	-8	1	nt	4	12	nt	-8	-8	-5	-32	5
Cc1ccc(-c2nnc(Sc3nc4ccccc4o3)c3ccccc23)cc1	0	-10	3	-37	-3	-8	-2	-2	-3	-24	-3
COc1ccc(C(=O)N/C(=C\c2ccccc2)C(=O)NCCCn2ccnc2)cc1	-8	4	2	-1	-15	-12	4	-13	12	-10	-8
O=C1/C(=C/c2cccnc2)Cc2ccc(Cl)cc21	0	0	-3	-48	7	-16	15	1	-3	5	-3
CN(C)N1C(N)=C(C#N)C(c2cccnc2)C2=C1CCCC2=O (centres undefined)	-11	14	-3	10	-11	1	1	21	-17	8	0
O=C(CC1C(=O)NCCN1Cc1cccc(F)c1F)NCCCC1CCCC1 (centres undefined)	-2	-3	-3	13	-32	1	14	-6	-7	13	13
CC(C)C(NS(=O)(=O)c1cccc2nsnc12)C(=O)N1CCCCC1 (centres undefined)	-7	-1	5	7	5	-4	6	15	0	-2	-2
Cc1ccc(S(=O)(=O)N2CCN(CC(=O)NC(=O)NCc3ccco3)CC2)cc1C	-4	4	-2	-18	12	3	-14	24	-3	16	11
O=C(O)C1CCN(S(=O)(=O)c2cccs2)CC1	-10	-18	-2	-5	-3	-7	2	-1	14	4	20
COc1ccc(CN2CCN(C(C)C(=O)N3CCc4ccccc43)CC2)cc1OC (centres undefined)	1	-5	5	12	-14	3	8	-2	-2	18	3
CCCNC(=O)N1CCN(C(c2ccccc2)c2ccccc2)CC1	2	-21	1	-27	11	3	-2	-3	-4	-12	7
COc1ccc(C(=O)Nc2ccncc2)cc1S(=O)(=O)N1CCOCC1	-7	-43	3	-15	-15	1	4	6	6	-45	2
O=C(Nc1ccccc1)Nc1nc(-c2ccccc2)cs1	2	-36	14	21	4	-1	2	8	-2	-14	-10
COc1cccc(N2C(=O)C(c3ccccc3)=C(c3nc4ccccc4s3)C2NC(C)=O)c1 (centres undefined)	-7	11	4	-7	-11	-11	-7	13	-5	2	-1
COc1ccc(OCC(=O)NCc2cccnc2)cc1	-4	12	-1	-1	12	-2	-8	11	17	11	1
COCCn1c(=NC(=O)CCS(=O)(=O)c2ccccc2)sc2ccccc21	-6	13	26	9	-1	-2	8	11	-4	7	12
O=S(=O)(c1cccc(C(F)(F)F)c1)N1CCN(c2cnccn2)CC1	-11	-5	-5	13	-6	-7	-10	5	-6	-32	19
COCCN(CCOC)Cc1c(O)ccc2c3c(c(=O)oc12)CCC3	2	-6	4	1	-4	1	-3	9	nt	7	9
CCOC(=O)CC1C(=O)NCCN1C(=O)c1c(F)cccc1F (centres undefined)	-10	13	-3	-7	-32	-6	-1	3	-5	-2	7
O=C1CC(c2ccccc2)n2nc(NC(=O)c3ccccn3)nc2N1 (centres undefined)	-8	14	39	nt	-9	-4	-1	3	6	-55	-5
Cc1ccc(C(=O)C[n+]2cccc3cc(C)ccc32)cc1	-11	14	0	-10	-9	-6	4	18	15	6	-2

Compound profiles (already shown). Order of values: NOD2-RIPK2 inh | LRH-1 inv ag | LMP1 NFkB inh | TROY NFkB inh | SRC1 inh | TLR9-MyD88 inh | C8 TRAIL sens | NCOA3 inh | Vif inh | NCOA2 inhibitor | COUP-TFII inh
`Cc1ccc(-c2nnc(Sc3nc4ccccc4o3)c3ccccc23)cc1` as listed: 0 | -10 | 3 | -37 | -3 | -8 | -2 | -2 | -3 | -24 | -3
`O=C(CC1C(=O)NCCN1Cc1cccc(F)c1F)NCCCC1CCCC1` (centres undefined) as listed: -2 | -3 | -3 | 13 | -32 | 1 | 14 | -6 | -7 | 13 | 13
`Cc1ccc(C(=O)C[n+]2cccc3cc(C)ccc32)cc1` as listed: -11 | 14 | 0 | -10 | -9 | -6 | 4 | 18 | 15 | 6 | -2
`COc1cccc(N2C(=O)C(c3ccccc3)=C(c3nc4ccccc4s3)C2NC(C)=O)c1` (centres undefined) as listed: -7 | 11 | 4 | -7 | -11 | -11 | -7 | 13 | -5 | 2 | -1
`O=C(Nc1ccccc1)Nc1nc(-c2ccccc2)cs1` as listed: 2 | -36 | 14 | 21 | 4 | -1 | 2 | 8 | -2 | -14 | -10

Continuation:
SMILES	NOD2-RIPK2 inh	LRH-1 inv ag	LMP1 NFkB inh	TROY NFkB inh	SRC1 inh	TLR9-MyD88 inh	C8 TRAIL sens	NCOA3 inh	Vif inh	NCOA2 inhibitor	COUP-TFII inh
COc1ccc(-c2nnn(CC(=O)N3CCOCC3)n2)cc1	2	-2	-1	-12	-10	0	-12	5	11	nt	nt
CC(NC(=O)C(=O)N1CCOCC1)C(c1cccs1)N1CCN(c2ccccc2)CC1 (centres undefined)	-1	11	-4	5	14	6	-6	3	6	-4	7
COc1ccc2c(c1OC)C(=O)OC2Nc1nc(-c2ccc([N+](=O)[O-])cc2)cs1 (centres undefined)	3	-26	-8	-37	-12	8	-20	-24	13	-49	-8
CCOC(=O)Nc1ccc2c(c1)N(C(=O)CN)c1ccccc1CC2	-4	-41	21	15	-16	-11	-3	-4	-8	-13	-3
Cc1nc([N+](=O)[O-])c(N2CCOCC2)n1Cc1ccccc1	-10	21	2	3	7	nt	-6	17	-9	-1	5
Cc1sc2nc(SCC(=O)Nc3c(C)n(C)n(-c4ccccc4)c3=O)n(C)c(=O)c2c1C	3	-21	0	7	13	-7	21	14	3	-8	7
Cc1ccc(S(=O)(=O)NCCC(=O)N2CCC(Cc3ccccc3)CC2)cc1	4	-4	2	5	-4	-1	0	12	1	-31	18
COc1ccc(OC)c(NC(=O)C2CC2c2ccccc2)c1 (centres undefined)	-8	-9	-5	12	22	-13	3	17	-1	18	-8
COCC(=O)N(Cc1cc2ccc(C)cc2[nH]c1=O)c1ccccc1C	-10	-2	-14	0	5	10	-2	-14	1	-33	-14
O=C(Nc1ccnn1C1CCN(C2CCC2)CC1)c1cccc(F)c1	-13	-7	-3	2	-19	5	15	7	6	-20	-11
C1=CN2CCC1C(c1ccccc1)C2 (centres undefined)	-29	11	0	-6	-9	3	-13	13	-3	11	-12
C=C1CCc2c([nH]c3ccc(OCC(C)C)cc23)C1=O	6	-13	9	-17	8	-6	89*	0	4	17	-5
Nc1nc2sc3c(c2cc1C(=O)N1CCOCC1)CCCC3	6	9	1	17	-53	-2	-11	8	6	7	-11
COc1ccc(S(=O)(=O)NC(C)C(=O)NCc2ccncc2)cc1Cl (centres undefined)	6	8	-4	0	-4	0	-1	-15	12	-21	-11
CC(/C=C/c1ccccc1)NC(N)=O (centres undefined)	2	-21	1	-1	-16	-1	20	9	9	15	0
Cc1cccc(N2CCN(C(=O)c3ccnn3C)CC2)c1C	1	-17	6	6	20	-9	-23	1	-4	-19	-10
Cn1ncc2c(=S)[nH]c(=S)[nH]c21	-23	22	nt	-4	nt	nt	-9	nt	nt	-19	-15
OC[C@@H]1CN(CCN2CCOCC2)C[C@H](n2cnc3c(N4CCCC4)ncnc32)O1	-3	-3	nt	14	7	nt	-1	-6	11	-9	2
Cc1cccc(-n2c(O)c(C=NC3CCS(=O)(=O)C3)c3ccccc3c2=O)c1C (centres undefined)	-26	14	17	9	9	5	-1	25	-3	9	-6
Cc1cc(C)nc(SCCCNCc2ccccc2)n1	-17	-10	0	12	-4	2	-3	-14	-2	12	-8
CCOc1cc(NC(=O)C(C)C)c(OCC)cc1NC(=O)Nc1ccccc1	6	-7	-27	-22	-5	1	-9	-25	3	-28	-3
O=C(O)CCCC(=O)Nc1ccc(Sc2ccc([N+](=O)[O-])cc2)cc1	-9	-12	1	14	-9	2	-9	2	9	10	-2
CN(Cc1ccccc1)C(=O)COC(=O)c1cc2ccccc2oc1=O	-1	-16	3	-12	0	11	-6	22	12	-3	-10

A portion of the library, so the mix of outcomes need not match the whole.
